Source: PubChem BioAssay
MEKK2 mut-MEK5 = signal of MEK5 binding to mutant human MEKK2 PB1 domain; bead flow cytometry, Alexa488-MEK5 binding to MEKK2 mutant; percent response, % at 10 µM; 290,000 compounds, 0.35% hits; AID 1530; in the data active = percent response above about 24%, passing the limit was not always enough; also: inactives centre near 1; some results filed as inactive read as strong as hits; reference of the scale not given here
OXTR ag = activates the human oxytocin receptor; AID 2435; 320,000 compounds, 0.32% hits; CHO-OTR cells, Fluo-8 calcium fluorescence; normalized: DMSO 0%, oxytocin 100%; P30559; activation, % at 3 µM;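 active = activation above the mean of all tested compounds plus 3 SD, cutoff set per screening run, cut at about 20% in these data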;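 also: peak over basal fluorescence ratio from a 100 s FLIPR kinetic read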
PHOSPHO1 inh = blocks human PHOSPHO1 phosphatase activity. Q8TCT1. recombinant PHOSPHO1, absorbance phosphatase assay. inhibition, % at 13.3 µM. 290,000 compounds, 1.1% hits. AID 1565; in the data active = inhibition above about 60%
Target sequence (Q8TCT1 whole entry, looked up): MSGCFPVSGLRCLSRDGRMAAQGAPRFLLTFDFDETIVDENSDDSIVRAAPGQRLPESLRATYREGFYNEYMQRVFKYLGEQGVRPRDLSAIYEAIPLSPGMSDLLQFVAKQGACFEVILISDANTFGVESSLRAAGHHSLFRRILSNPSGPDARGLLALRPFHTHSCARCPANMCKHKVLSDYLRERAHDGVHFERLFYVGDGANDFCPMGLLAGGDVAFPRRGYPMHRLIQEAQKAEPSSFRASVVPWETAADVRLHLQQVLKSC
NALP1 inh = NALP1 inhibition; AID 2071; 280,000 compounds, 0.61% hits; S. cerevisiae NALP1/ASC/caspase-1 growth, X-gal OD620, 72 h; inhibition, % at 10 µM; in the data active = inhibition mostly above about 24%, no sharp cut-off; inactive = mostly below about 32%; also: some compounds called inactive have numbers as strong as hits
FID counter = counter-screen for HCV NS3 helicase inhibitors: DNA intercalator displacement; DNA fluorescent intercalator displacement, fluorescence; inhibition, % at 7.9 µM; 290,000 compounds, 0.17% hits; AID 1845; in the data active = inhibition above about 37%;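 also: 0% = vehicle and 100% = reference compound; higher means more ethidium bromide displaced from hairpin DNA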
PfM18AAP inh = blocks P. falciparum M18 aspartyl aminopeptidase; recombinant PfM18AAP, H-Glu-NHMec fluorogenic cleavage; inhibition, % at 7.35 µM; 290,000 compounds, 1.2% hits;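 active = inhibition above the campaign mean inhibition over all tested compounds plus 3 SD, cut at about 28% in these data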;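 also: 0% = plate median of test compound wells and 100% = 2 mM ZnCl2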
MEKK2wt PB1 HTS = raises or lowers MEK5 binding to wildtype human MEKK2 PB1 domain | binding response (% of control), % at 10 µM | AID 1531 | 290,000 compounds, 1.1% hits | bead flow cytometry, Alexa488-MEK5 binding to MEKK2 WT; actives lie on both sides; in the data active = binding response below about 67% or above about 130%
GPR7 antag = antagonists of human GPR7 (neuropeptides B/W receptor 1); GPR7-expressing cells, fluorescence antagonist assay; inhibition, % at 4.4 µM; 290,000 compounds, 1.1% hits; in the data active = inhibition above about 16%, passing the limit was not always enough;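 also: cells stimulated with the agonist NPW; 0% = agonist with vehicle and 100% = vehicle without agonist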
MEKK3 PB1 HTS = MEKK3-MEK5 PB1 interaction, increase or decrease; Q99759; bead-based flow cytometry, Alexa488-MEK5 binding to MEKK3; actives lie on both sides; 0 = blocked by unlabeled MEK5, 100 = vehicle; binding response (% of control), % at 10 µM; 290,000 compounds, 1.4% hits;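 active = binding response more than 3 SD above or below the average of its plate-row segment, actives on both sides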;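 also: Alexa488 bead fluorescence after subtracting the streptavidin-only scavenger bead signal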
Target sequence (Q99759 whole entry, looked up): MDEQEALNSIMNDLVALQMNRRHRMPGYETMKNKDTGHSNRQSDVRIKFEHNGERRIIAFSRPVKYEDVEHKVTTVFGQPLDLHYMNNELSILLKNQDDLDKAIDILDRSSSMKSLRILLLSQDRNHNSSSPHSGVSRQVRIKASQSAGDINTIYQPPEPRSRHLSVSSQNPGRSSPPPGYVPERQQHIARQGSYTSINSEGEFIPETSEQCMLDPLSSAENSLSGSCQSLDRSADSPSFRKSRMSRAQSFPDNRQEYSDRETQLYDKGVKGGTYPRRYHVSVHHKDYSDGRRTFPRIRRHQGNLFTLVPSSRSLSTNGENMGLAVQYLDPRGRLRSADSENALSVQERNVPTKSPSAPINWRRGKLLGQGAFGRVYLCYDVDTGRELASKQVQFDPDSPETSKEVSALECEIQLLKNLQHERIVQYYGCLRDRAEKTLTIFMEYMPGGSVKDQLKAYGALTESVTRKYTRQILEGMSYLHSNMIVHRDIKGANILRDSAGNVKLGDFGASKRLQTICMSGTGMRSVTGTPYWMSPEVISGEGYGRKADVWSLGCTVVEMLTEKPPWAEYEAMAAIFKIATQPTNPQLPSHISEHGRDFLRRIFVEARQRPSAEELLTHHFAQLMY
An asterisk follows results filed as active; · = no result given.

smiles	MEKK2 mut-MEK5	OXTR ag	PHOSPHO1 inh	NALP1 inh	FID counter	PfM18AAP inh	MEKK2wt PB1 HTS	GPR7 antag	MEKK3 PB1 HTS
CCc1nnc(NC(=O)CSc2nnc(-c3cccnc3)n2CCc2ccccc2)s1	-1.0	-1.1	-55.6	15.0	-34.2	-1.1	94.0	-0.3	97.0
O=C(CCNS(=O)(=O)c1cccs1)NCc1cccs1	1.0	-0.9	52.4	19.7	-0.9	6.7	104.0	-2.3	102.0
Cc1ccc(C2C3=C(CCCC3=O)OC3=C2C(=O)CCC3)cc1	-1.0	-1.2	-1.8	33.2	-11.8	7.4	97.0	-12.1	100.0
COc1ccc(-c2cc3c(=O)n(CC(=O)Nc4cccc(Cl)c4)nc(C)n3n2)cc1	4.0	-0.4	42.6	8.5	-5.2	-4.3	104.0	-7.1	102.0
NC(=S)N=Nc1c(O)n(CCCl)c2ccc(Br)cc12	-15.0	-2.1	24.4	7.9	2.3	4.2	96.0	-11.2	92.0
CCOC(=O)C1=C(C)OC(N)=C(C#N)C1c1cc(SCC)oc1C (stereo unspecified)	-2.0	-1.2	0.6	10.3	-7.0	1.1	95.0	-11.8	92.0
Cc1ccccc1NC(=O)Cn1c(=O)sc2ccccc21	-5.0	0.6	28.3	4.0	1.2	-8.3	97.0	-6.5	105.0
O=C(O)c1cc(-c2c[nH]c3ccccc23)nc2ccc3ccccc3c12	-2.0	-0.7	8.3	-1.4	-18.8	2.4	95.0	-10.8	108.0
CC(C)CC(O)C1CCN(C(=O)CCc2nnc(-c3ccccc3)o2)CC1 (stereo unspecified)	-13.0	-0.8	-4.9	4.0	-43.2	-0.6	91.0	-1.8	106.0
CCN(CCCNC(=O)CNC(=O)Cn1cnc2ccccc2c1=O)c1cccc(C)c1	5.0	0.6	-5.7	1.4	-14.2	11.7	109.0	-3.4	105.0
Cc1ccc(CNS(=O)(=O)c2ccc3c(c2)N(C)CCO3)cc1	-9.0	2.4	1.2	6.8	-9.9	0.0	94.0	5.7	97.0
CCN(CC)CCNCc1cc(Cl)ccc1OCc1ccccc1F	15.0	3.6	45.4	27.5	34.8	-1.9	143.0	19.2	98.0
O=C(OCN1C(=O)c2ccccc2C1=O)C1CCCCC1	4.0	-1.5	-0.6	2.1	-3.9	-5.6	107.0	-5.2	105.0
Cn1c(SCC(=O)N2c3ccccc3CCc3ccccc32)nnc1-c1ccc(O)cc1	-2.0	-0.1	-29.4	12.9	-36.0	2.3	90.0	0.3	100.0
c1ccc(CN2CCC(N=C3NN=C(c4ccc5c(c4)OCCO5)CS3)CC2)cc1	19.0	-1.1	12.7	-7.8	8.5	9.1	154.0*	-5.5	104.0
CCOC(=O)c1c(-c2ccc(Cl)cc2)c(C#N)c(=O)n(N)c1N	16.0	-1.6	5.7	32.7	-5.5	-1.9	99.0	-9.1	98.0
CCOc1ccccc1C1C(C(=O)OC)=C(N)OC2=C1C(=O)CCC2 (stereo unspecified)	-3.0	-0.2	1.4	12.4	0.9	-5.2	97.0	-7.4	95.0
CC(NC(=O)CSc1nc2ccccc2n1CCC#N)c1ccc(F)cc1 (stereo unspecified)	-4.0	0.1	31.2	1.5	-9.4	-3.9	92.0	11.8	101.0
O=C(COC(=O)c1cc([N+](=O)[O-])ccc1N1CCOCC1)Nc1c(Cl)cccc1C(F)(F)F	4.0	0.2	19.0	6.5	-9.7	-7.5	105.0	9.6	100.0
CCSc1nc(C)c(CCOc2cccc(C)c2)c(=O)[nH]1	2.0	0.0	-5.3	-6.1	-0.9	3.6	104.0	-22.4	103.0
COc1cc(N(C)C)c(NC(C)=O)cc1C(=O)O	-2.0	0.1	27.8	11.3	0.3	-4.5	93.0	1.7	98.0
COc1ccccc1NS(=O)(=O)c1ccc2oc(SCC(C)=O)nc2c1	-3.0	11.5	23.7	5.8	-23.5	-1.4	97.0	-5.7	100.0
CCn1c(SCC(=O)Nc2cc(OC)c(OC)c(OC)c2)nnc1-c1cccs1	5.0	5.0	40.9	13.5	-25.7	4.8	106.0	-3.6	106.0
COc1ccc([N+](=O)[O-])cc1COc1ccc2c(-c3ccccc3)cc(=O)oc2c1	·	-0.1	17.7	10.2	1.9	1.3	·	-3.9	·
Cc1nc(N2CCN(C(=O)c3ccco3)CC2)nc2c1C(=O)CCC2	-2.0	0.2	-21.0	-11.1	-28.8	-5.9	101.0	-5.3	100.0
S=C(Nc1ccccc1)N1CCCN1c1ccccc1	0.0	-1.6	3.1	-17.7	-2.8	0.0	97.0	-5.9	100.0
Cc1ccc(Nc2nnc(SCC(=O)NCc3ccco3)s2)cc1	0.0	·	74.0*	-24.4	-6.4	4.4	95.0	2.9	99.0
COCCCNC(=O)Cn1nnc(-c2ccccc2NC(=O)c2ccc(F)cc2)n1	5.0	0.0	-1.1	-11.0	2.3	-6.8	103.0	-5.0	105.0
O=C(/C=C/c1ccccc1)Nc1ccc(CN2CCOCC2)cc1	10.0	1.6	11.6	21.8	1.7	-7.9	100.0	-4.4	100.0
COc1ccc2c(c1)OCC1=C2CCC2(C)C(=O)CC=C12 (stereo unspecified)	·	-0.8	2.1	19.7	-24.8	12.4	·	2.6	·
Cc1nn2c(N3CCOCC3)cc(C(C)(C)C)nc2c1-c1ccccc1	8.0	0.1	18.7	9.7	-11.0	-8.4	107.0	-15.5	109.0
COc1ccc(NC(=O)CCC(=O)N/N=C/c2cccnc2)cc1	2.0	-0.4	16.9	3.7	-12.5	-12.2	99.0	-5.7	101.0
O=C(N/N=C/c1ccc2ccccc2c1)c1ccc(COc2ccc3c(c2)CCC3)o1	8.0	0.6	28.7	7.1	-4.5	-8.9	107.0	-16.7	109.0
CC(C)N=C(Nc1cccnc1)c1ccccc1	1.0	0.3	·	16.3	-3.1	-0.6	102.0	4.9	100.0
c1coc(CNCC2OCCc3ccccc32)c1 (stereo unspecified)	6.0	0.0	-4.2	17.0	5.6	-4.5	104.0	-18.2	101.0
CC12CC3CC(C)(C1)CC(C(=O)NC(=S)N1CCCCC1)(C3)C2	-8.0	-1.6	-30.4	8.9	-20.8	-10.8	92.0	-1.9	89.0
COc1ccc(CNC(=O)/C=C/C(=O)O)cc1OC	-3.0	0.6	4.5	15.2	-1.1	-12.6	98.0	-10.2	93.0
CCOc1ccc(C(=O)Nc2ccc3c(c2)OCCO3)cc1[N+](=O)[O-]	-12.0	-2.3	-3.0	-0.5	-5.0	2.6	96.0	0.2	104.0
COc1cc(CC(=O)Nc2ccc3nc(C)sc3c2)cc(OC)c1OC	0.0	0.7	-2.0	29.5	-18.2	6.3	99.0	11.5	104.0
COc1cc(NC(=O)Cn2nc(Cc3cccnc3)c3ccccc3c2=O)cc(OC)c1OC	7.0	-0.3	-2.0	16.3	-22.5	0.5	101.0	-7.0	106.0

Profiles, looked up by structure. Values in the order: MEKK2 mut-MEK5 | OXTR ag | PHOSPHO1 inh | NALP1 inh | FID counter | PfM18AAP inh | MEKK2wt PB1 HTS | GPR7 antag | MEKK3 PB1 HTS
Profile of COc1ccc(CNC(=O)/C=C/C(=O)O)cc1OC = -3.0 | 0.6 | 4.5 | 15.2 | -1.1 | -12.6 | 98.0 | -10.2 | 93.0
Profile of c1coc(CNCC2OCCc3ccccc32)c1 (stereo unspecified) = 6.0 | 0.0 | -4.2 | 17.0 | 5.6 | -4.5 | 104.0 | -18.2 | 101.0
Profile of O=C(N/N=C/c1ccc2ccccc2c1)c1ccc(COc2ccc3c(c2)CCC3)o1 = 8.0 | 0.6 | 28.7 | 7.1 | -4.5 | -8.9 | 107.0 | -16.7 | 109.0
Profile of CC(C)N=C(Nc1cccnc1)c1ccccc1 = 1.0 | 0.3 | · | 16.3 | -3.1 | -0.6 | 102.0 | 4.9 | 100.0
Profile of CCOc1ccc(C(=O)Nc2ccc3c(c2)OCCO3)cc1[N+](=O)[O-] = -12.0 | -2.3 | -3.0 | -0.5 | -5.0 | 2.6 | 96.0 | 0.2 | 104.0

Next part:
smiles	MEKK2 mut-MEK5	OXTR ag	PHOSPHO1 inh	NALP1 inh	FID counter	PfM18AAP inh	MEKK2wt PB1 HTS	GPR7 antag	MEKK3 PB1 HTS
O=C(NCC1CCCO1)C1CCN(S(=O)(=O)Cc2ccccc2)CC1 (stereo unspecified)	11.0	-0.8	-17.9	-4.3	0.7	-6.7	105.0	4.2	100.0
COc1ccccc1NC(=O)CCCc1c[nH]c2ccccc12	1.0	-0.3	9.5	31.0	-1.5	-1.4	105.0	6.3	105.0
COC(=O)Cc1[nH]n(-c2nc3ccccc3s2)c(=O)c1C(C)=Nc1ccc(OC)cc1	-1.0	1.5	-0.3	19.0	-18.1	0.6	101.0	-4.8	100.0
COc1ccc(C2CC(=O)C3=C(C2)Nc2ncnn2C3c2ccccc2C)cc1 (stereo unspecified)	-7.0	2.4	14.4	-4.6	-19.4	0.5	76.0	-12.6	77.0
S=C(c1ccccc1)N(c1ccccc1)c1ccccc1	3.0	0.3	21.6	3.1	-8.6	1.3	103.0	-9.5	102.0
Cc1cc(C)c(S(=O)(=O)N(CC(=O)NCc2cccnc2)C2CCCCC2)c(C)c1	-2.0	-1.8	-33.7	13.2	-32.0	-1.4	97.0	-2.5	100.0
Cc1ccccc1NC(=O)Cn1cnc2c1c(=O)n(C)c(=O)n2C	1.0	-0.2	30.5	-8.2	-1.9	-9.6	103.0	-3.6	102.0
Cc1ccc(NC(=O)c2ccc(OC(=O)C(C)Oc3ccc(Cl)cc3C)cc2)cc1 (stereo unspecified)	0.0	-0.1	11.7	34.0	1.3	-10.9	104.0	-1.4	123.0
CCOc1cc(S(=O)(=O)N2CCN(C(=O)c3ccco3)CC2)ccc1F	4.0	0.5	·	5.7	-9.9	-15.9	107.0	-3.1	104.0
CC(C)OC(=O)c1ccc(N2C(=O)C3CC=CCC3C2=O)cc1 (stereo unspecified)	0.0	0.1	-2.4	0.6	-11.6	-2.5	89.0	-7.4	97.0
O=C(COC(=O)c1ccc(S(=O)(=O)NCc2ccco2)cc1)NC1CCCCC1	1.0	0.5	1.9	5.7	-18.0	2.2	100.0	12.0	100.0
CC(=O)Nc1ccc(CC#N)cc1	-1.0	0.9	24.6	-3.2	-3.7	6.5	99.0	-9.7	100.0
CCOC(=O)c1c2n(c3ccc(O)cc13)CCCCC2	4.0	-2.4	-1.4	5.4	-12.5	5.8	97.0	-3.3	99.0
Cc1cccn2cc(COc3cccc([N+](=O)[O-])c3)nc12	3.0	0.3	32.2	8.5	1.3	-8.5	103.0	-16.6	103.0
CCOC(=O)c1[nH]cnc1C(=O)Nc1ccccc1C	-11.0	-1.2	45.6	-4.6	-2.4	4.9	94.0	-12.0	90.0
O=C(O)c1ccc(NC(=S)NC(=O)C(c2ccccc2)c2ccccc2)cc1	7.0	1.8	47.7	9.8	-34.7	2.8	106.0	-8.6	106.0
Cc1cnccc1CNC(=O)C1CCC(=O)N(Cc2ccc(Cl)cc2)C1 (stereo unspecified)	-9.0	0.2	34.4	23.7	0.0	-4.5	99.0	-4.6	98.0
CC(=O)c1c(O)cc2n(c1=O)-c1ccc(Cl)cc1C2(C)C	-2.0	-2.6	2.1	13.3	0.2	-8.5	97.0	-11.8	99.0
CC(=O)c1cccc(OCc2cc(C(=O)NCc3nc(C)c(C)s3)no2)c1	5.0	1.0	27.4	1.1	-36.0	8.2	107.0	7.2	104.0
Cc1oc(-c2ccc(Cl)cc2)nc1CSCC(=O)NC1CCN(Cc2ccccc2)CC1	2.0	8.1	18.3	6.8	20.8	0.7	110.0	9.3	102.0
